Source: PubChem (National Center for Advancing Translational Sciences (NCATS))
LDHA inh = qHTS assay for inhibitors of human lactate dehydrogenase | L-lactate dehydrogenase A chain (Homo sapiens), P00338 | 480,000 tested, 0.15% active | activity change, % (values are at about 110 or 230 µM) | AID 1347041, 2019 | purified LDHA, NADH/diaphorase-resazurin fluorescence; hits give low values; in the data active means activity change below about -30%; inconclusive means mostly about -25% to -30%;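 further: plate controls were DMSO wells for no effect and wells without enzyme for full effect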
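Remaining NADH was detected by diaphorase (0.133 mg/mL) converting 37 µM resazurin to fluorescent resorufin, read at 0 and 20 minutes. The preceding 5-minute room-temperature reaction used 2 nM LDHA, 0.2 mM sodium pyruvate and 0.06 mM NADH at pH 7.4.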
APE1 inh = qHTS Assay for Inhibitors of the Human Apurinic/apyrimidinic Endonuclease 1 (APE1). recombinant APE1, TAMRA/BHQ-2 abasic DNA cleavage fluorescence. Potency, µM (doses to about 65.8 µM), for the others: at the highest dose activity change, negative = inhibition, actives largely listed as inhibitors. 350,000 tested, 0.35% active. AID 2517, 2012;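 further: potency means the concentration at half of the fitted maximal effect; plate controls were vehicle for no effect and reference inhibitor for full effect; nearly all actives have a fitted effect of over 55% in size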
Target sequence (P27695 whole entry, looked up): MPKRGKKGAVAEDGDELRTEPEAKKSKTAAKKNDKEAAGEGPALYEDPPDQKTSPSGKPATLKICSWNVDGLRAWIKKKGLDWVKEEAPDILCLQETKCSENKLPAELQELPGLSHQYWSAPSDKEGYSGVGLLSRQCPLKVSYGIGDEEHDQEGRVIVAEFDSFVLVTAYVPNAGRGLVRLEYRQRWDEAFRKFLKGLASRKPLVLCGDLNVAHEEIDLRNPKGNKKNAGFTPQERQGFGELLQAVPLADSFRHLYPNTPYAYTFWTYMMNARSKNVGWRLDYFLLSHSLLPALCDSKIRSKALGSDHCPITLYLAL
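Kinetic fluorescence read (525 ex/598 em nm, three reads 60 s apart) of AP-site incision; signal = third minus first read. Enzyme 0.75 nM, dual-labelled THF duplex 50 nM, compound preincubation 15 min RT.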
ALOX12 inh = Primary qHTS assay for inhibitors of human arachidonate 12S-lipoxygenase (ALOX12): Round 2 | purified 12hLO, xylenol orange hydroperoxide absorbance | Polyunsaturated fatty acid lipoxygenase ALOX12 (Homo sapiens), P18054 | 580,000 tested, 1.1% active | Potency, µM (doses to about 108 µM), for the others: at the top dose activity change, negative = inhibition, hits mostly inhibitors | AID 1671190, 2021; further: potency means the concentration at half of the fitted maximal effect
Target sequence (P18054 whole entry, looked up): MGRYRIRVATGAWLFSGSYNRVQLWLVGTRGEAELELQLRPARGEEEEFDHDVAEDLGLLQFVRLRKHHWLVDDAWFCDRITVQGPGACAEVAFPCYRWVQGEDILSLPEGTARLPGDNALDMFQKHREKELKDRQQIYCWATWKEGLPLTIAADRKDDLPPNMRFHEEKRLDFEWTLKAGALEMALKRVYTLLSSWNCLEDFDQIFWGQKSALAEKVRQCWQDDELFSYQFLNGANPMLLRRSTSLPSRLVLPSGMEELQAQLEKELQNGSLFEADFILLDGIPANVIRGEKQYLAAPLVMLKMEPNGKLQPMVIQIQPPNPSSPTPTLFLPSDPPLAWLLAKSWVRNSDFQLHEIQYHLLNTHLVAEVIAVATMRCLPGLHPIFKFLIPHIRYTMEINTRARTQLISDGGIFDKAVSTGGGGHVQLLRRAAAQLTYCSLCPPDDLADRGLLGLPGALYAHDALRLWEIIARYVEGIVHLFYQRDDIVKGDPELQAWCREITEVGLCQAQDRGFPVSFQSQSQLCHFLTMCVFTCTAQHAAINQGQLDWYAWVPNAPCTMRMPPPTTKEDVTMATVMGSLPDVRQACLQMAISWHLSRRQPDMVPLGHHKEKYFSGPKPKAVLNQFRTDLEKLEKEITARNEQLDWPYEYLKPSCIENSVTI
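Purified human 12hLO (150 nM final) in 25 mM Hepes, 0.01% Triton X-100, pH 7.0 was preincubated 15 min at room temperature with compound. Then 40 uM arachidonic acid was added, 30 min. Hydroperoxide was read by Fe-XO absorbance ratio 573/405 nm.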
Starred values were filed as active, the others as inactive; ? = inconclusive; · = not tested or not shown; [ ] = remark or other dose. Unless noted, the call rests on the fitted dose curve; in most records, active means well fitted curve in the direction sought with a large enough effect; inconclusive means small, poorly fitted or top-dose-only effect, or another doubt; inactive means no such curve, though single readings can be large; an effect the other way counts as inactive or inconclusive. Unless noted, on the % scale 0 is the no-effect control and ±100 the full control effect. A portion of the library; count on the stated rates, not on these rows.

Start of the data: the first six entries as a preview:
SMILES	LDHA inh	APE1 inh	ALOX12 inh
CNc1oc(-c2ccc(C)cc2)nc1P(=O)(OC)OC	-16	·	-9%
CC(OC(=O)c1cn(C)c2ccccc12)C(=O)NC(N)=O (stereo not given)	-5	·	25%
CC12Nc3ccccc3C(=O)N1Cc1cnnn1-c1ccccc12 (stereo not given)	3	·	6%
N#Cc1ccc(NC(=O)CSc2ccc3c(c2)OCCCO3)cc1Cl	?	·	?
CCCCn1nnnc1C(CCc1ccccc1)N1CCC2(CC1)C(=O)NCN2c1ccccc1 (stereo not given)	1	·	-8%
COC(=O)C12CCC(CC1c1ccccc1)OC2=O (stereo not given)	1	·	?

Main list, previewed entries included:
SMILES	LDHA inh	APE1 inh	ALOX12 inh
CNc1oc(-c2ccc(C)cc2)nc1P(=O)(OC)OC	-16	·	-9%
CC(OC(=O)c1cn(C)c2ccccc12)C(=O)NC(N)=O (stereo not given)	-5	·	25%
CC12Nc3ccccc3C(=O)N1Cc1cnnn1-c1ccccc12 (stereo not given)	3	·	6%
N#Cc1ccc(NC(=O)CSc2ccc3c(c2)OCCCO3)cc1Cl	?	·	?
CCCCn1nnnc1C(CCc1ccccc1)N1CCC2(CC1)C(=O)NCN2c1ccccc1 (stereo not given)	1	·	-8%
COC(=O)C12CCC(CC1c1ccccc1)OC2=O (stereo not given)	1	·	?
O=[N+]([O-])c1ccc(NCCNCCO)c2ncccc12	2	·	14%
COc1ccc(-c2c(C(F)(F)F)oc3cc(OC(=O)N(C)C)ccc3c2=O)cc1	10	·	-18%
CN(C/C=C/Cl)C1Cc2ccccc2C1	-1	·	?
O=[N+]([O-])c1ccc(NC2CCCCC2)c2ccncc12	25	·	-17%
CSc1ccc(C2SCC(=O)Nc3n[nH]c(C)c32)cc1 (stereo not given)	5	·	-12%
COc1ccc(CCN(C)Cc2cc(C(C)(C)C)c(O)c(C(C)(C)C)c2)cc1OC	0	·	7.9µM*
NC(Cc1ccccc1)c1cc2ccccc2[nH]1 (stereo not given)	-3	·	-1%
CC(O)CNCCNc1ccc([N+](=O)[O-])c2cccnc12 (stereo not given)	1	·	?
c1ccc2cc(CNCCc3c[nH]c4ccccc34)ccc2c1	1	·	?
CCOC(=O)[C@]12Cc3cc(OC)ccc3[C@H]1N(C1CCCCC1)C(=O)c1ccccc12	-3	·	-69%
Cc1cccc(NC(=O)c2cn(Cc3ccccc3)nn2)c1	-10	·	-4%
O=C(CC(O)C(Cl)(Cl)Cl)c1ccccc1 (stereo not given)	-1	·	-19%
CC1=C(C(=O)OCc2ccccc2)C2(C(=O)Nc3ccccc32)C(C(=O)OC(C)(C)C)=C(N)O1 (stereo not given)	7	·	?
N#Cc1ccc(-c2ccc(OC(=O)CSC(c3ccccc3)c3ccccc3)cc2)cc1	-12	·	-23%
Cc1c(CC(=O)N2CCN(Cc3ccccc3)CC2)c(=O)oc2cc(O)ccc12	10	·	6%
O=C1NCN(c2ccccc2)C12CCN(C(CCc1ccccc1)c1nnnn1-c1ccc3c(c1)OCCO3)CC2 (stereo not given)	-9	·	?
Cc1ccc(NC(=O)c2cn(C)c3ccccc23)cc1	4	·	-13%
CCC1CCCCN1C(=O)c1cn(C)c2ccccc12 (stereo not given)	-1	·	?
CSCCC(c1nnnn1C(C)(C)C)N1CCC(n2c(=O)[nH]c3ccccc32)CC1 (stereo not given)	3	·	?
O=C(CSC(c1ccccc1)c1ccc(Cl)cc1)NCc1cccs1 (stereo not given)	10	·	?
CCOc1ccccc1CNCCc1c[nH]c2ccccc12	1	·	?
COc1ccc([N+](=O)[O-])cc1	19	·	?
CCOC(=O)[C@]12Cc3cc(C)ccc3[C@H]1N(C)C(=O)c1cc(OC)ccc12	1	·	0%
N#CCCNCc1cccnc1	10	·	13%
CCNC(=O)NC(=O)COC(=O)c1cn(C)c2ccccc12	-11	·	42%[activator]
Cc1cccc(OCCNc2ccc([N+](=O)[O-])c3cccnc23)c1	-3	·	12%
c1nc(CN2CCNCC2)cs1	-1	·	4%
COc1ccc(C(=O)C2CCCN(CCc3ccccc3)C2)cc1OC (stereo not given)	0	·	?
CCOC(=O)[C@]12Cc3c(cc(OC)c(OC)c3OC)[C@H]1N(C1CCCCC1)C(=O)c1ccccc12	0	·	-71%
COc1ccc2[nH]c(C)c(CCNCc3cccc(F)c3)c2c1	14	·	?
COc1ccc(C(c2nnnn2-c2ccc(OC)cc2)N2CCC3(CC2)C(=O)NCN3c2ccccc2)cc1 (stereo not given)	-7	·	?
Cc1cc(C(C)(C)c2ccc(O)c(C)c2)ccc1O	-13	·	?
CCCn1c(C)c(C(=O)OCc2ccccc2)c2cc(O)ccc21	17	·	35µM*
CCn1cc(C(=O)N(Cc2ccc(F)cc2)C2CC2)c2ccccc21	4	·	4%
CC1=C(C(=O)OCc2ccc3c(c2)OCO3)[C@H]2C[C@](C)(N1)Oc1ccccc12	3	·	?
Cc1[nH]c2c(C)cccc2c1C(O)CN1CCCCC1 (stereo not given)	-5	·	?
CC(Oc1cccc(Cl)c1)C(=O)O (stereo not given)	3	·	-5%
COc1cc(CNCCc2ccccc2)cc(OC)c1	5	·	?
Cc1c(C(=O)Cn2cnc3ccccc32)c2ccccc2n1C	-22	·	38%[activator]
Clc1ccc(-n2nnnc2C2(NC3CCCCC3)CCCCC2)cc1	0	·	?
CC(=O)OC1CCC2(/C=N/O)[C@H]3CCC4(C)C(C5=CC(=O)OC5)CCC4(O)[C@@H]3CCC2(O)C1 (stereo not given in full)	1	·	-5%
COc1ccc(CN2Cc3cc(N4CCOCC4)ccc3-n3nncc3C2)cc1	-3	·	16%
COc1ccc2c(c1)C1OCCNC1CC2 (stereo not given)	1	·	?
CCOC(=O)[C@]12Cc3ccccc3[C@H]1N(C)C(=O)c1cc(OC)ccc12	-5	·	-28%
CCCNC(=O)COC(=O)c1cn(C)c2ccccc12	2	·	-12%
COc1ccc(CN2Cc3cc(-c4cccc(F)c4)ccc3-n3nncc3C2)cc1	2	·	-14%
COC1C(O)CC(OC2C(O)CC(OC3C(O)CC(OC4CCC5(C)C(CCC6[C@@H]5CC(O)C5(C)C(C7=CC(=O)OC7)CCC65O)C4)OC3C)OC2C)OC1C (stereo not given in full)	-3	·	6%
O=c1c2ccccc2nc(/C=C/c2ccco2)n1-c1ccccc1	1	·	?
COc1cccc(C2SCC(=O)Nc3c2c(C)nn3C)c1OC (stereo not given)	6	·	34%[activator]
C=C(C)CSc1nnc(C(N)Cc2c[nH]c3ccccc23)o1 (stereo not given)	3	·	2%
O=C1NCN(c2ccccc2)C12CCN(C(c1ccccc1OC(F)(F)F)c1nnnn1C1CCCC1)CC2 (stereo not given)	2	·	-3%
CC(C)(C)n1nnnc1C(c1cccs1)N1CCC2(CC1)C(=O)NCN2c1ccccc1 (stereo not given)	-2	·	?
CCC1c2cccn2-c2ccccc2CN1C(=O)Nc1ccc(F)cc1F (stereo not given)	-3	·	-11%
COc1ccc(CCNCc2cccc(Cl)c2)cc1	1	·	?
(further entries)
SMILES	LDHA inh	APE1 inh	ALOX12 inh
Cc1ccc2nc(-c3ccc(CN4CCC(n5c(=O)[nH]c6ccccc65)CC4)cc3)c(-c3ccccc3)nc2c1	2	·	-33%
C=C(C)CN1CCN(Cc2ccc(OC)cc2)CC1	-8	·	19%
N#Cc1ccccc1CN1CCN(c2ccccc2)CC1	2	·	3%
CC(NC(=O)Cn1cc(C(=O)c2ccccc2)c2ccccc21)c1ccccc1 (stereo not given)	6	·	3%
CN1C(=O)NC(=O)C2(Cc3c(ccc4ccccc34)N(C)C2)C1=O (stereo not given)	45	·	?
O=C(NCP(=O)(Oc1ccccc1)Oc1ccccc1)OCc1ccccc1	-8	·	2%
O=c1[nH]c2ccccc2n1C1CCN(C(c2cc3ccccc3o2)c2nnnn2Cc2ccccc2)CC1 (stereo not given)	-7	·	?
CC1OC(OC2C(O)CC(OC3C(O)CC(OC4CCC5(C)C(CC[C@@H]6[C@@H]5CCC5(C)C(C7=CC(=O)OC7)C(O)CC65O)C4)OC3C)OC2C)CC(O)C1O (stereo not given in full)	1	·	8%
CC(C)CCOc1ccc(CCN)cc1	7	·	-24%
OCCSCCSCCO	-2	·	-25%
Cc1nn(-c2cccc(Cl)c2)c2c1C(c1ccsc1)SCC(=O)N2 (stereo not given)	5	·	-30%
Nc1ccc(F)cc1C(=O)c1ccccc1	9	·	-15%
Fc1cccc(-c2ccc3c(c2)CN(C(=S)NCCc2ccccc2)Cc2cnnn2-3)c1	-8	·	-18%
CC(C)C(C(=O)O)c1ccc(Cl)cc1 (stereo not given)	3	·	7%
COc1ccc2ccccc2c1CNCCc1c[nH]c2ccccc12	6	·	?
N#Cc1ccc(NC(=O)Cn2nc(C(=O)O)c3ccccc3c2=O)cc1Cl	9	·	?
O=C1/C(=C\c2ccc(F)cc2)N2CCC1CC2	1	·	-26%
COc1ccc2c(c1)c(C(=O)OCC(=O)N(C)C)c(C)n2C1CC1	9	·	-18%
COc1ccc2[nH]c(C)c(CCNCc3ccc(C(F)(F)F)cc3)c2c1	22	·	?
COc1cc(-c2c(C#N)c(N)nc3c2c(=O)nc2sccn23)ccc1OCc1ccccc1C	7	·	?
CCC1CCC(NC2CCC(CC)CC2)CC1 (stereo not given)	-1	·	?
O=C(c1cc(Br)c[nH]1)C(Cl)(Cl)Cl	-7	·	-19%
Cc1cc(C[N+](C)(C)C)oc1C	12	·	?
O=C1CSC(c2ccccc2OC2CCCC2)c2cn[nH]c2N1 (stereo not given)	0	·	6%
CCOC(=O)[C@]12Cc3cc(C)ccc3[C@H]1N(Cc1ccccc1)C(=O)c1cc(F)c(F)cc12	0	·	0%
C[C@@H]1COc2cccc(N3CCN(C)CC3)c2S(=O)(=O)N1	2	·	-9%
Cc1cc2c(c(=O)o1)C1(C(=O)Nc3ccccc31)C(C(=O)OCc1ccccc1)=C(N)O2 (stereo not given)	3	·	?
O=C1NCN(c2ccccc2)C12CCN(C(c1nnnn1C1CCCC1)C1CC1)CC2 (stereo not given)	-14	·	7%
O=C(O)c1[se]c2ccccc2c1Br	1	·	-13%
Cc1cccc(C)c1-n1nnnc1C(C1CC1)N1CCC2(CC1)C(=O)NCN2c1ccccc1 (stereo not given)	-1	·	-4%
C=CCn1c(C)c(C(=O)OCC)c2cc(O)ccc21	11	·	?
Cc1ccc(C)n1-c1c(C(=O)N2CCC3(CC2)OCCO3)sc2ncccc12	-3	·	-38%
Cc1cccc(NC(=O)CCl)c1	0	·	?
COC(=O)[C@@H]1N=C(c2ccc(OC)cc2)O[C@]12C(=O)N(Cc1ccccc1)c1ccccc12	1	·	-19%
C1CC2CCC1CNC2	4	·	53%[activator]
C[C@@H]1CCC2[C@H](C)C(=O)O[C@@H]3O[C@]4(C)CCC1C23OO4 (stereo not given in full)	7	·	32%[activator]
CC(C)CNC(=O)CN1CCN(C(=O)Cc2c[nH]c3ccccc23)CC1	8	·	-1%
CCn1cc(C(=O)N(C)CC(=O)NC(C)(C)C)c2ccccc21	-9	·	14%
Cc1cc(O)c2c(C)c(CC(=O)N3CCN(C)CC3)c(=O)oc2c1	8	·	?
O=S(=O)(c1cc(Cl)cc(Cl)c1)N1Cc2cc(N3CCOCC3)ccc2-n2nncc2C1	-5	·	3%
COc1ccc(CCNCc2ccccc2C)cc1	1	·	-26%
CCOC(=O)c1ccc(Oc2coc3cc(OC(=O)N(C)C)ccc3c2=O)cc1	1	·	-1%
COc1ccc(CNC(=O)C(Cl)(Cl)Cl)cc1	8	·	-23%
O=C1NCN(c2ccccc2)C12CCN(C(c1cccs1)c1nnnn1Cc1ccccc1)CC2 (stereo not given)	-2	·	?
CN(C)P1(=O)N(C)CCN1C	-2	·	9%
COc1cccc(C(c2nnnn2Cc2ccccc2)N2CCC(n3c(=O)[nH]c4ccccc43)CC2)c1OC (stereo not given)	-2	·	-24%
CN(CCOc1ccccc1)c1ccc([N+](=O)[O-])c2cccnc12	25	·	?
Cc1[nH]c2ccc(C#N)cc2c1CCN	-2	·	0%
c1cncc(CNCCN2CCCC2)c1	2	·	?
CC(=O)c1c(C)[nH]c(C(=O)C(C)NC(C)c2ccccc2F)c1C (stereo not given)	5	·	?
O=C(c1ccc(C(F)(F)F)cc1)N1CCN(Cc2ccccc2)CC1	2	·	12%
CCOC(=O)c1cc2cc(OC)ccc2n1C1CCN(Cc2ccccc2)CC1	4	·	-66%
O=C(O)c1cc(Cl)ccc1Cl	-4	-2%	-1%
